BRCA1 expr act: qHTS Assay to Identify Small Molecule Activators of BRCA1 Expression | MCF7-BRCA1-FFLuc reporter, luminescence, 48 h; response scale: scaled: vehicle 0%, 10 µM genistein 100% | Potency, µM (titrated, usually from 46.1 µM), for the others: at the highest dose activation, hits mostly activators | 1.1% of 380,000 active; note: nearly all actives have a fitted effect of over 80% in size; some results filed as inactive show a strong effect at the top dose
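Quantitative HTS in MCF7 cells stably reporting BRCA1 expression via firefly luciferase. Compound treatment lasts 48 h at 37 °C in phenol-red free MEM. Activation is expressed relative to genistein at 10 microM and DMSO.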
uPA generation: qHTS for Inhibitors of Cell Surface uPA Generation; 0.31% of 330,000 active; cell surface uPA generation assay, qHTS; Potency, µM (highest dose often 38.3 µM), for inactives: at the top dose activity change, negative = inhibition, actives largely listed as inhibitors; AID 540303, 2011; active = well fitted inhibition curve with a large enough effect; inconclusive = small, poorly fitted or top-dose-only effect; inactive = no such curve, though single readings can be large or run the other way; tested in mouse RAW 264.7 cells; note: % is set by controls: 0 for no effect and ±100 for the full control effect; nearly all actives have a fitted effect of over 55% in size
Gal4-VP16 FLuc: VP16 counterscreen qHTS for inhibitors of ROR gamma transcriptional activity; Drosophila S2 Gal4-VP16 UAS-luciferase, luminescence, 20 h; Potency, µM (doses to about 53.6 µM), for the others: at the highest dose activity, negative = inhibition, actives largely listed as inhibitors; 3.5% of 310,000 active; AID 2546, 2010;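 note: Gal4-VP16 expression switched on by copper sulfate through the metallothionein promoter; % is set by controls: 0 for no effect and ±100 for the full control effect; nearly all actives have a fitted effect of over 50% in size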
ELG1 genotox: qHTS screen for small molecules that induce genotoxicity in human embryonic kidney (HEK293T) cells expressing luciferase-tagged ELG1 | HEK293T ELG1-luciferase reporter, luminescence, 16 h | Potency, µM (series often up to 46 µM), for inactives: top-dose activity change, positive = activation, usual class: activators | 1.3% of 330,000 active; note: % of control where 0% means no effect; nearly all actives have a fitted effect of over 60% in size
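DMSO vehicle served as control against compound-treated ELG1-luciferase HEK293T cells; exposure lasted 16 hr at 37 °C and 5% CO2, followed by ONE-Glo luminescence detection after 30 min.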
NPC1 promoter act: qHTS Assay for NPC1 Promoter Activators; Huh7 NPC1 promoter luciferase reporter, 24 h; Potency, µM (series often up to 9.22 µM), for the others: at the top dose activation, most hits filed as activators; 2.4% of 320,000 active; AID 485313, 2010;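 note: % of control where 0% means no effect; nearly all actives have a fitted effect of over 60% in size; reporter is driven by a mutant NPC1 promoter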
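Luminescence from an NPC1 promoter-driven luciferase reporter in stably transfected Huh7 cells was measured after 24 h compound treatment at 37 °C, followed by 10 min ambient incubation with luciferase detection reagent.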
MBNL1-CUG inh: qHTS Assay for Inhibitors of MBNL1-poly(CUG) RNA binding. TR-FRET MBNL1-His/biotin-(CUG)12 binding, 665/545 ratio. Potency, µM (highest dose often 57.5 µM), without a hit: at the highest dose activity change, negative = inhibition, most hits filed as inhibitors. 0.036% of 280,000 active. AID 2675, 2010; active = well fitted inhibition curve with a large enough effect in the signal ratio, with a control signal flat, not every such curve was filed as active; inconclusive = small, poorly fitted or top-dose-only effect, or effect the other way, or a change in a side signal; inactive = no such curve, though single readings can be large or run the other way; the % refers to the signal ratio; note: % is set by controls: 0 for no effect and ±100 for the full control effect
Target sequence (Q9NR56 whole entry, looked up): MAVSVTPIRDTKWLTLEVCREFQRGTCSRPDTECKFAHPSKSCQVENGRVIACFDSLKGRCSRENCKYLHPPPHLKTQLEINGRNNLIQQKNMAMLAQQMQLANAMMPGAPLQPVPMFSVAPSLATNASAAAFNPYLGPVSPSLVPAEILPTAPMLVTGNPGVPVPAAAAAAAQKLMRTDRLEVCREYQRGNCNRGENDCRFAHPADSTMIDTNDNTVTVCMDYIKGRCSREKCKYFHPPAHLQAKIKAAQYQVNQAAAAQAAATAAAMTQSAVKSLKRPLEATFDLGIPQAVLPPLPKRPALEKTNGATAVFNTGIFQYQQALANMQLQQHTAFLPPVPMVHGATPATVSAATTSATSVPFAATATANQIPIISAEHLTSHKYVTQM
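MBNL1-His + Biotin-(CUG)12, cpd titration 92 nM–58 uM; Tb anti-His Ab 0.055 ng/ul, SA-XL665 5 nM (final); 60 min RT; ratiometric 665/545 nm, Ex 340 nm; normalized to buffer and full-complex controls.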
p53 reactivation: qHTS assay for re-activators of p53 using a Luc reporter; H1299 p53-A138V BP100-luciferase reporter, luminescence, 24 h; 0.063% of 320,000 active; AID 504706, 2011; Potency, µM (titrated, usually from 92.2 µM), without a hit: at the top dose activity change, positive = activation, most hits filed as activators; note: % of control where 0% means no effect; nearly all actives have a fitted effect of over 45% in size
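H1299 (p53-null), stable ts p53-A138V + BP100-Luc; 1000 cells/well, Opti-MEM/10% FBS; cpd 4 pt, 1:5; 24 h, 37 deg C, 5% CO2; detection reagent 10 min RT; luminescence.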
FLuc modulator: qHTS profiling assay for firefly luciferase inhibitor/activator using purifed enzyme and Km concentrations of substrates (counterscreen for miR-21 project). Luciferin 4-monooxygenase (Photinus pyralis), P08659. purified FLuc, Km substrates, luminescence inhibition. Potency, µM (series often up to 57.5 µM), inactives show at the highest dose activity change, negative = inhibition, usual class: inhibitors. 6.9% of 360,000 active. AID 588342, 2011;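 note: plate controls were vehicle for no effect and reference inhibitor for full effect; nearly all actives have a fitted effect of over 55% in size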
Target sequence (P08659 whole entry, looked up): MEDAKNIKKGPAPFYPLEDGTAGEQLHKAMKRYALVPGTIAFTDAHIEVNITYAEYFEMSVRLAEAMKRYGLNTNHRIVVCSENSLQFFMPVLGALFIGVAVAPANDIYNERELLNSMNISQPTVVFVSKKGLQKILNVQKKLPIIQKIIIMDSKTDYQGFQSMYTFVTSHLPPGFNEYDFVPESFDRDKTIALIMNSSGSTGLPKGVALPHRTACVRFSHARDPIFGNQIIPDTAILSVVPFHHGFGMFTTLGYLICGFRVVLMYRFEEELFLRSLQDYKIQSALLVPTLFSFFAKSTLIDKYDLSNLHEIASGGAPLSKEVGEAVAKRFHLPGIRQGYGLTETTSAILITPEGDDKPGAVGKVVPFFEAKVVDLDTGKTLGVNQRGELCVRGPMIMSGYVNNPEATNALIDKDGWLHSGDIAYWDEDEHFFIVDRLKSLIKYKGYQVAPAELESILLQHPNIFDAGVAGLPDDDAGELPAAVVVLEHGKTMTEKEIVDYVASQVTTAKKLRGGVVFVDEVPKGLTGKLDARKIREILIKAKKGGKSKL
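Biochemical qHTS of compounds, final roughly 60 µM downward over six points, against 10 nM purified firefly luciferase using Km concentrations of substrates (10 uM D-luciferin, 10 uM ATP) in Tris acetate pH 7.5 buffer; luminescence output.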
RORg inh: qHTS for inhibitors of ROR gamma transcriptional activity | Drosophila S2 Gal4-RORgamma UAS-luciferase reporter, 20 h | Potency, µM (doses to about 53.6 µM), for inactives: at the highest dose activity change, negative = inhibition, hits mostly inhibitors | 5.4% of 310,000 active | AID 2551, 2010; note: % is set by controls: 0 for no effect and ±100 for the full control effect; nearly all actives have a fitted effect of over 60% in size
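In this cell-based reporter format, copper sulfate (700 uM final) drives Gal4–ROR gamma fusion expression from a metallothionein promoter in Drosophila Schneider cells; compounds preincubated 1 hr, reporter read after 20 hr at ambient temperature.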
Rab9 prom act: qHTS Assay for Rab9 Promoter Activators. Huh7 Rab9 promoter-luciferase reporter, luminescence, 24 h. Potency, µM (titrated, usually from 9.22 µM), without a hit: top-dose activation, negative = inhibition, usual class: activators. 2.8% of 320,000 active. AID 485297, 2010; note: % of control where 0% means no effect; nearly all actives have a fitted effect of over 60% in size
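Luciferase signal after 10 min detection reagent at ambient indicates Rab9 promoter upregulation; stably transfected Huh7 cells were treated 24 h with compound in DMSO at 37 °C, 5% CO2.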
* = called active by the depositor; u = inconclusive; x = no result given; [ ] = another dose, or the depositor's remark. Unless noted, calls come from the whole dose curve; as a rule, active = well fitted curve in the direction sought with a large enough effect; inconclusive = small, poorly fitted or top-dose-only effect, or another doubt; inactive = no such curve, though single readings can be large; an effect the other way counts as inactive or inconclusive. Potency is the fitted concentration of half-maximal effect.

SMILES,Rab9 prom act,RORg inh,uPA generation,NPC1 promoter act,MBNL1-CUG inh,ELG1 genotox,BRCA1 expr act,Gal4-VP16 FLuc,p53 reactivation,FLuc modulator
CC(C)NC(=O)c1cccc(C(F)(F)F)c1,0.1%,-1.6%,x,-0.9%,4.9%,-0.8%,-7.3%,-12.6%,8.6%,4.5%
O=c1[nH]c2ccsc2c(=O)n1-c1ccc(F)c(Cl)c1,2.1%,16.9%,x,6.8%,-14.9%,0.3%,1.5%,9.2%,5.3%,-5.3%
COCCn1c(SCC(=O)NCc2ccccc2)nnc1-c1ccco1,-0.9%,u,-6.0%,-1.6%,u,-0.7%,3.6%,6.0%,6.0%,3.3%
CC(C)(C)c1[nH]nc2c1C(c1ccccc1OC(=O)N1CCOCC1)C(C#N)=C(N)O2 (stereo not given),2.8%,u,2.6%,3.3%,-1.4%,-0.8%,-15.1%,-2.2%,-0.1%,-0.7%
Cc1ccc(NCN2C(=O)C3C4C=CC(C4)C3C2=O)cc1 (stereo not given),-2.8%,0.6%,10.6%,-0.6%,-9.5%,1.7%,52.0%,0.1%,-3.9%,2.4%
O=C(COc1ccc(Br)cc1Br)NNC(=O)c1cccs1,u,-6.4%,-1.5%,25.2%,-5.4%,23.6%,68.4%,0.4%,u,1.9µM*
CN=c1scc(-c2cccs2)n1/N=C/c1ccccc1O,-51.4%[inhibitor],27.3%[10 µM],-8.8%,-36.7%[inhibitor],x,-10.8%,-112.8%,-10.5%,-28.2%,0.169µM*
Cc1cc(C)nc(N2CCCC(C(=O)NCC(c3ccccc3)c3ccccc3)C2)n1 (stereo not given),-15.9%,14.5%,0.9%,-1.7%,u,-1.4%,-18.7%,-15.6%,-4.8%,-0.2%
CNc1nc(Nc2ccc([N+](=O)[O-])cc2)nc(OCC(F)(F)F)n1,0.4%,-20.7%,u,-1.5%,-3.7%,18.8%,-25.1%,u,x,1.3%
O=C(CCC1CCCN(C(=O)Cc2cccc(F)c2)C1)N1CCN(c2ccccn2)CC1 (stereo not given),18.3%,12.4%,-0.9%,10.0%,u,u,8.6%,-0.9%,-4.2%,u

Looked up by compound from the list above (2):
SMILES,Rab9 prom act,RORg inh,uPA generation,NPC1 promoter act,MBNL1-CUG inh,ELG1 genotox,BRCA1 expr act,Gal4-VP16 FLuc,p53 reactivation,FLuc modulator
O=C(COc1ccc(Br)cc1Br)NNC(=O)c1cccs1,u,-6.4%,-1.5%,25.2%,-5.4%,23.6%,68.4%,0.4%,u,1.9µM*
O=c1[nH]c2ccsc2c(=O)n1-c1ccc(F)c(Cl)c1,2.1%,16.9%,x,6.8%,-14.9%,0.3%,1.5%,9.2%,5.3%,-5.3%

More structures follow.
SMILES,Rab9 prom act,RORg inh,uPA generation,NPC1 promoter act,MBNL1-CUG inh,ELG1 genotox,BRCA1 expr act,Gal4-VP16 FLuc,p53 reactivation,FLuc modulator
COc1ccccc1/C=C/C(=O)c1ccccc1,u,u,-12.9%,u,-4.0%,u,2.6%,-0.4%,31.6µM*,1.9µM*
C/C(=N\NC(=O)c1nn(C)cc1Br)c1cccc(NC(=O)C(C)(C)C)c1,-8.4%,16.5%,-2.5%,-4.1%,5.4%,4.0%,62.6%,-10.5%,9.0%,u
CCCC(=O)Nc1nc2n(n1)C(c1ccccc1)CC(=O)N2 (stereo not given),-1.8%,15.6%,1.0%,-1.2%,-8.9%,0.0%,-2.4%,3.1%,3.2%,-1.5%
COc1ccccc1NC(=O)c1cc2c(CO)cnc(C)c2oc1=Nc1ccccc1,-9.6%,13.2%,-7.8%,-3.7%,1.2%,-1.8%,-8.0%,-8.3%,5.2%,2.2%
COc1ccc2nc(SCc3cnc(C)nc3N)[nH]c2c1,2.4%,16.6%,-1.6%,0.1%,0.9%,2.3%,0.6%,-3.8%,6.1%,-11.1%
Cc1cc(C)c(S(=O)(=O)c2ccccc2)c(Cl)n1,0.4%,-16.2%,1.7%,3.2%,8.7%,1.6%,-7.1%,2.0%[0.365 µM],-2.5%,-0.5%
O=C(CNC(=O)c1ccccc1Br)N/N=C/c1ccccc1O,-24.0%,3.16µM*,-1.3%,-4.3%,25.1%,5.6%,-62.7%,u,7.3%,0.7%
CN(C)S(=O)(=O)c1ccc2c(c1)C(=O)c1cc(S(=O)(=O)N(C)C)ccc1CC2,-5.1%,x,4.2%,-0.1%,x,1.8%,0.0%,x,-0.2%,0.2%
Cc1cccc(N2CC(C)Cn3c2nc2c3c(=O)[nH]c(=O)n2C)c1 (stereo not given),-6.2%,1.1%,-10.8%,-10.8%,-1.3%,1.1%,-36.3%,-10.2%,-1.7%,1.9%
COc1ccc(NC(=O)CSc2nc3n[nH]c(C)c3c(=N)n2-c2ccc(Cl)c(C)c2)cc1OC,-7.6%,u,-3.1%,13.2%,68.8%[activator],8.9%,-64.1%,u,-16.8%,-0.6%
CC(Sc1nc(N2CCOCC2)nc(N2CCOCC2)n1)C(=O)Nc1ccccc1 (stereo not given),-0.1%,0.3%,3.2%,-13.7%,7.8%,4.0%,2.8%,3.9%,1.8%,12.7%
CCOc1ccccc1Nc1nnc(SCC(=O)NC(=O)c2cccn2C)s1,-1.9%,7.2%,7.5%,-6.8%,-5.9%,0.1%,-2.0%,u,-2.6%,2.9%
Cc1nc(SCc2ccc(Cl)cc2)ncc1C(=O)O,24.4%,43.4%,6.0%,-0.9%,-5.8%,7.3%,46.7%,-5.1%,5.3%,u
O=C(COC(=O)c1ccc2ncsc2c1)Nc1cc([N+](=O)[O-])ccc1Cl,24.6%,x,4.1%,-1.6%,x,3.2%,19.7%,x,10.8%,6.7%
O=C(CCCN1C(=O)c2ccccc2C1=O)N1CCC(c2ccccc2)C1 (stereo not given),8.3%,-2.5%,0.4%,-1.1%,7.1%,0.0%,-0.4%[1.84 µM],0.1%,-2.5%,5.5%
CC(C#N)Sc1ncnc2sc(-c3ccccc3)cc12 (stereo not given),4.2%,-6.7%,-0.9%,0.6%,24.3%,0.0%,-5.7%,-1.3%,-7.5%,u
COC(=O)[C@@H](NC(=O)NCc1ccccc1F)C(C)C,1.3%,-14.8%,8.0%,-0.8%,-0.9%,2.1%,8.1%,0.2%,-7.0%,-0.9%
COc1cc(-n2c(C)nc3cc(C(=O)NCCN4CCOCC4)ccc32)cc(OC)c1OC,0.6%,-27.8%,x,-1.8%,0.9%,5.3%,x,10.8%,-9.2%,2.4%
Cc1ccc(OCCNC(=O)c2cccc(S(=O)(=O)N3CCN(C)CC3)c2)cc1,-3.1%,x,1.8%,-1.1%,x,-0.6%,6.9%,x,-1.9%,-1.7%
O=C1C(C=NCCN2CCOCC2)=C(O)c2ccccc21,11.4%,-29.0%,-3.9%,-5.2%,11.5%[11.5 µM],u,-5.5%,-2.1%,u,6.01µM*
O=C(NCCN1CCCC(O)C1)c1cc(COc2c(F)cccc2F)on1 (stereo not given),-0.4%,4.4%,0.3%,-6.3%,-5.7%,0.1%,5.2%,1.5%,6.1%,-0.4%
CCN(CC)S(=O)(=O)c1cccc(-c2n[nH]c(=S)n2CC(C)C)c1,17.5%,8.91µM*,-2.2%,-8.5%,3.7%,-3.0%,2.3%,2.8%,3.3%,-13.5%
O=C(COC(=O)/C=C/c1ccccc1[N+](=O)[O-])NNC(=O)c1ccc(F)cc1,-4.0%,x,-12.8%,-1.4%,x,1.6%,3.4%,x,-8.2%,-9.1%
COc1ccc(CNc2ccc(C)cc2)cc1Br,16.1%,42.9%,3.0%,-0.8%,u,4.7%,30.8%,-13.4%,u,u
COc1ccc(C(=O)NCC(=O)NCC(=O)OCC(=O)c2ccc(C)cc2)cc1,-0.5%,0.8%,-2.0%,1.0%,-1.4%,1.3%,-7.9%,1.9%,8.9%,u
O=C(CN(c1ccc(F)cc1)S(=O)(=O)c1ccccc1)Nc1ccccc1C(=O)O,-0.4%,4.2%,-0.2%,-7.0%,-10.1%,0.0%,-10.7%,-12.3%,23.5%,u
COCCCNCCOCCOc1ccc(C)cc1[N+](=O)[O-],-2.7%,0.7%,1.9%,-1.6%,11.4%,-0.1%,2.7%,-2.8%,3.5%,-1.4%
CC(=O)N(c1cccc(C)c1)C1SC(=O)N(c2ccccc2)C1=O (stereo not given),3.1%,5.6%,-5.5%,4.3%,-3.3%,-0.7%,-5.9%,-0.1%,5.8%,-1.7%
CC(NC(=O)c1cccc(S(=O)(=O)N2CCc3ccccc3C2)c1)c1ccco1 (stereo not given),-7.9%,x,-1.1%,-1.5%,x,4.9%,9.9%,x,15.1%,3.0%

Screening data: PubChem BioAssay, National Center for Advancing Translational Sciences (NCATS)
